Screening results deposited in PubChem BioAssay by NCI.
NCI-60 one-dose screen, 48 h, at 10 µM unless noted. Numbers give growth in % (100 = growth as untreated, 0 = no growth, -100 = all killed).
MDA-MB-231: MDA-MB-231 breast cancer. AID 1794789. 81,000 compounds, 5% hits
MDA-MB-468: MDA-MB-468 breast cancer. 78,000 compounds, 8.5% hits
K-562: K-562 leukemia; 78,000 compounds, 7.4% hits; AID 1794777
SR: SR leukemia cells; 73,000 compounds, 8.7% hits; AID 1794780
BT-549: BT-549 breast cancer; AID 1794793; 78,000 compounds, 4.4% hits
HS 578T: HS 578T breast cancer | 78,000 compounds, 4.1% hits | AID 1794788
T-47D: T-47D breast cancer. 79,000 compounds, 5% hits. AID 1794792
MCF7: MCF7 breast cancer | 82,000 compounds, 6.3% hits | AID 1794796
An asterisk follows results filed as active; . = not tested or not shown; & = joins results of further samples. Rule for the calls: active = growth percent below 10; inactive = the rest. Rows are unselected; overall some 13% were active at least once.

SMILES | MDA-MB-231 | MDA-MB-468 | K-562 | SR | BT-549 | HS 578T | T-47D | MCF7
O=C1/C(=C/c2ccc(O)cc2)Cc2ccc(Cl)cc21 | 61 | 65 | 82 | 117 | 59 | 95 | 80 | 59
CCCCSCSCCCC | 112 | 107 | 103 | . | 112 | 109 | 104 | 102
Cn1c(-c2ccc3c(c2)OCO3)cc(=O)c2cc3c(cc21)OCO3 | 91 | 94 | 105 | 100 | 109 | 100 | 91 | 102
CC(=O)S[C@@H]1CC2=CC(=O)CC[C@]2(C)[C@H]2CC[C@@]3(C)[C@@H](CC[C@@]34CCC(=O)O4)[C@H]12 | 107 | 107 | 103 | 98 | 96 | 122 | 91 | 95
C/C(=N/NC(N)=S)c1ccc(Nc2nc(SCC(C)C)nc(-c3ccccc3)c2C#N)cc1 | 95 | 115 | 112 | 100 | 112 | 118 | 106 | 97
c1ccc(Cn2cc(-c3nc4ccccc4n3Cc3ccccc3)c3cccnc32)cc1 | 101 | 60 | 89 | 70 | 91 | 105 | 107 | 85
O=C(/C=C/c1cc(-c2cc3ccccc3o2)n(-c2ccccc2)n1)c1ccccc1 | . | 100 | 95 | 82 | 126 | . | 104 | 95
CSc1nnc(-c2cc(-c3ccccc3)nc3ccccc23)n1-c1ccccc1 | 104 | 108 | 82 | 66 | 99 | . | 81 | 94
COc1ccc2c(CSc3nc(Cl)c(C#N)c(-c4ccc(Cl)cc4)n3)cc(=O)oc2c1 | 107 | 122 | . | 94 | 106 | 102 | 74 | 106
CC1(C)OC2C(COC(c3ccccc3)(c3ccccc3)c3ccccc3)OC(c3c[nH]c4c(N)ncnc34)C2O1 (configuration not stated) | 76 | 30 | 32 | 28 | 78 | 78 | 43 | 35
CCN1C(=O)/C(=c2\sc3n(c2=O)NC2C(N=3)N(CC)C(=S)N2CC)c2ccccc21 (configuration not stated) | 87 | 103 | 102 | 97 | 103 | 100 | . | 89
CCOP(=O)(OCC)C(NC(=O)c1ccc(OC)cc1)C(=O)N1CCC(O)CC1 (configuration not stated) | 97 | 103 | 91 | . | 100 | 101 | 80 | 101
COc1ccc(CCNC2=CC(=O)CCC2)cc1OC | 104 | 109 | 95 | 86 | 103 | 95 | 100 | 105
COc1cc(-c2c(C#N)c(N)n(-c3cc(C)ccn3)c(=O)c2C#N)cc(OC)c1OC | 91 | 101 | 105 | 80 | 93 | 88 | 81 | 101
O=C1/C(=C\C=C\c2ccccc2)CCC/C1=C/C=C/c1ccccc1 | 104 | 115 | 105 | 110 | 105 | 100 | 102 | 105
O=C(O)c1ccc(-n2cc(CNc3ccc(F)c(Cl)c3)c(-c3ccc(F)cc3)n2)cc1 | 93 | 100 | 86 | 86 | 113 | 106 | 84 | 48
CCOC(=O)c1c(NC(=O)c2ccccc2)sc2c(CN(C)C)c(O)c(Br)cc12 | 84 | . | 90 | 104 | 100 | 71 | 95 | 85
O=C1/C(=C/c2ccc(F)cc2)SC(=S)N1N1CCOCC1 | 96 | 105 | 103 | 119 | 104 | 109 | 105 | 100
Cc1[nH]c(=O)[nH]c(=O)c1[N+](=O)[O-] | 112 | 103 | 93 | 67 | 113 | 102 | 107 | 97
CC1=N/C(=C\c2cccc(Br)c2)C(=O)O1 | 105 | 107 | . | . | 109 | 107 | 97 | 102
C=C(Cl)/C=N/C(=O)NC(O)C(=C)Cl (configuration not stated) | 98 | 95 | 99 | 98 | 100 | 114 | 93 | 93
CCOc1ccccc1OCC | 114 | 142 | 84 | . | 104 | 130 | 124 | 110
O=C(c1cc2ccccc2o1)c1nn(-c2ccccc2)/c(=N/N=Cc2cn(-c3ccccc3)nc2-c2cc3ccccc3oc2=O)s1 | 86 | 105 | 78 | 73 | 108 | 100 | 93 | 83
C#Cc1c(C)cc(C)c(Br)c1C | 106 | 97 | 83 | 96 | 104 | 115 | 99 | 97
COc1cccc(COc2ccc(/C=C3\C(=O)Nc4ccc(Cl)cc43)cc2)c1 | 100 | 98 | 91 | 102 | 125 | 102 | 87 | 83
CO[C@H]1CNCC[C@@H](c2ccccc2)OC(=O)C[C@@]2(O)O[C@H]([C@@H](O)[C@H](O)[C@H]2O)[C@@H](O)/C=C/[C@H]1OC | 103 | 99 | 104 | 108 | 106 | 120 | 109 | 94
COC(=O)C1=C(O)CON(c2ccccc2)[C@H]1c1ccccc1 | 110 | 103 | 89 | 97 | 99 | 97 | 93 | 118
O=C(NCCCCCCNC(=O)c1c2c(nc3ccccc13)-c1cccnc1SC2)c1c2c(nc3ccccc13)-c1cccnc1SC2 | 59 | 90 | 73 | 90 | . | 83 | 80 | 76
COc1ccc(/C=C/C(=O)Nc2cccc(C(F)(F)F)c2)cc1OC | 110 | 84 | 88 | 93 | 102 | 109 | 78 | 99
COc1cc(-c2nn(C(C)(C)C)cc2-c2ccnc(NCCCNS(=O)(=O)c3ccc(Br)cc3)n2)ccc1F | 96 | 56 | 69 | 61 | 88 | 90 | 75 | 39
COc1cc2ncnc3c2cc1OCCCCCN(C)Cc1ccc(Br)cc1N3 | 64 | -27* | 26 | 22 | 61 | . | 4.8* | 57
CC(C)C(=O)OCCN(CCc1ccccc1)CCc1ccccc1 | 115 | 107 | 103 | 109 | 99 | 114 | 111 | 91
COc1ccc(CN2c3ccccc3Sc3ccccc32)c(C(F)(F)F)c1 | 41 | 19 | . | 12 | 53 | 23 | 26 | 24
CCCCNC(=O)c1cc([N+](=O)[O-])cc(C2CCCCC2)c1O | 31 | -1.6* | 28 | 84 | 37 | 48 | 12 | 39
COc1ccccc1N1CCN(C(=S)Nc2ccccc2)CC1 | 101 | 97 | 82 | . | 92 | 104 | 91 | 99
N#CCCOCC1CCCO1 (configuration not stated) | 111&86 | 103&115 | 89&101 | 102&106 | 95 | 114&94 | 97 | 94&97
COc1ccc(Oc2nc(Cl)ncc2NC(=S)NC(=O)c2ccccc2)cc1 | 105 | 83 | 90 | 83 | 69 | 102 | 99 | 83
CC(C)=CCC[C@@H](C)[C@H]1CC[C@@]2(C)C3=C(CC[C@]12C)[C@@]1(C)CC[C@H](O)C(C)(C)[C@@H]1CC3 | 112 | 102 | 91 | 93 | 109 | . | 93 | 97
CC(=O)c1c(C)[nH]c2c1c(-c1cc(Cl)cc(Cl)c1O)nc1ccccc12 | 96 | 101 | 71 | 53 | 95 | 97 | 71 | 83
CC(=O)c1ccc(NC(=O)CSc2nnc(-c3cc(-c4ccccc4)nc4ccccc34)o2)cc1 | 96 | 103 | 77 | 89 | 86 | 97 | 75 | 91
O=C1/C=C/[C@@H](O)[C@@H]2C[C@@H](O)C[C@H]2/C=C/CCC[C@H](CCc2cccc3ccccc23)O1 | -41* | -32* | . | . | 14 | 39 | 1.5* | -31*
CC1(C)CC(=O)C2=C(C1)Oc1c(Cl)cc(Cl)cc1C2 | 101 | 90 | 101 | 98 | 102 | 111 | 85 | 84
O=C(O)C1(NO)CCCC1 | 101 | 103 | 95 | 87 | 104 | 110 | 79 | 96
CC(C)COC(=O)NC(C)(C)C | 119 | 97 | 93 | 92 | 102 | . | 100 | 91
CCc1c(C)c2cc3c(c(C)c2oc1=O)OCC(=O)N3 | 66 | 69 | 83 | 5.0* | 75 | 59 | 59 | 82

An excerpt from above in order of molecular weight, ascending:
SMILES | MDA-MB-231 | MDA-MB-468 | K-562 | SR | BT-549 | HS 578T | T-47D | MCF7
CC(C)COC(=O)NC(C)(C)C | 119 | 97 | 93 | 92 | 102 | . | 100 | 91
O=C1/C=C/[C@@H](O)[C@@H]2C[C@@H](O)C[C@H]2/C=C/CCC[C@H](CCc2cccc3ccccc23)O1 | -41* | -32* | . | . | 14 | 39 | 1.5* | -31*
CC(=O)c1ccc(NC(=O)CSc2nnc(-c3cc(-c4ccccc4)nc4ccccc34)o2)cc1 | 96 | 103 | 77 | 89 | 86 | 97 | 75 | 91

(further entries)
SMILES | MDA-MB-231 | MDA-MB-468 | K-562 | SR | BT-549 | HS 578T | T-47D | MCF7
CC1CC=CCC1C(=O)O (configuration not stated) | 105&105 | 106&105 | 92&112 | 92&94 | 97 | 106&99 | 99&102 | 96&107
O=C(Nc1ccn(CCOC(=O)c2ccccc2)c(=O)n1)c1ccccc1 | 100 | 99 | 101 | . | 115 | 93 | 107 | 104
CCCc1cc2c(cc1NC(=O)Cc1ccccc1)OCO2 | 105 | 110 | 104 | 89 | 99 | 101 | 99 | 100
CC(C)CC(=O)CCCc1ccccn1 | 105 | 104 | 110 | 100 | 114 | 98 | 83 | 97
COc1ccc(C(=O)COc2ccc(/C=C3\CCc4ccccc4C3=O)cc2)cc1 | 85 | . | 83 | 63 | 97 | 93 | 67 | 96
Cn1cc(CCc2cc[n+](CCC[N+](C)(C)C)cc2)c2ccccc21 | 97 | 106 | 98 | 83 | 74 | 84 | 91 | 95
CCC(=O)O[C@H]1[C@H](O[C@@H]2[C@@H](C)[C@H](O[C@H]3C[C@@](C)(OC)[C@@H](O)[C@H](C)O3)[C@@H](C)C(=O)O[C@H](CC)[C@@](C)(O)[C@H](O)[C@@H](C)C(=O)[C@H](C)C[C@@]2(C)O)O[C@H](C)C[C@@H]1N(C)C | 83 | 110 | 79 | 96 | 103 | 95 | 91 | 110
Cc1nc(/N=C(\N)NC(=O)Nc2cccc([N+](=O)[O-])c2)sc1C | 99 | 12 | 14 | . | 66 | 75 | 81 | 31
COc1cccc(C2=NN(c3ccc(-c4ccccc4)nn3)C(c3cccc(C)c3)C2)c1 (configuration not stated) | 78 | 100 | 87 | 83 | 94 | 96 | 86 | 83
COc1ccc2nc(NCc3ccccc3)c3sc4ccc(F)cc4c(=O)c3c2c1 | 67 | 94 | 102 | 82 | 107 | 72 | 91 | 71
CCOC(=O)/C(O)=C1\CC=CC1=O | 115 | 103 | 93 | 96 | . | . | 94 | 97
O=C(CNC1CCCCC1)Nc1cc(O)ccc1O | 100 | 101 | 103 | 99 | 110 | 108 | 94 | 107
Nc1nc2c(s1)CCCc1ccn(S(=O)(=O)c3ccccc3)c1-2 | 99 | 92 | 113 | 91 | 101 | 90 | 85 | 90
C/C(=N\O)C1(C)CC=CCC1CO (configuration not stated) | 123 | 99 | 89 | 97 | 112 | 111 | 99 | 108
CSCOC(=O)/C(CCC=C(C)C)=C1\[C@@H](OC(C)=O)C[C@@]2(C)[C@H]1CC(=O)[C@H]1[C@@]3(C)CCNC(=O)[C@@H](C)[C@@H]3CC[C@@]12C | 94 | 100 | 85 | 71 | 100 | 90 | 84 | 85
Cn1c2ccccc2c2c3c(c4c5ccccc5[nH]c4c21)C(=O)N(OCCCCCC#N)C3=O | 66 | 91 | 90 | 59 | 93 | 95 | 66 | 57
S=c1c2ccccc2[nH]c2ccccc12 | 78 | 93 | 99 | 71 | 79 | 101 | 60 | 78

Full records as entered above:
`CCOP(=O)(OCC)C(NC(=O)c1ccc(OC)cc1)C(=O)N1CCC(O)CC1` (configuration not stated) across the screens: MDA-MB-231 = 97; MDA-MB-468 = 103; K-562 = 91; SR = .; BT-549 = 100; HS 578T = 101; T-47D = 80; MCF7 = 101
`CC(C)COC(=O)NC(C)(C)C` across the screens: MDA-MB-231 = 119; MDA-MB-468 = 97; K-562 = 93; SR = 92; BT-549 = 102; HS 578T = .; T-47D = 100; MCF7 = 91
